Assay outcomes (PubChem BioAssay)
sEH inh: blocks human soluble epoxide hydrolase activity | P34913 | recombinant human sEH enzymatic activity assay | inhibition, % at 2 µM | actives 0.34% (n = 91,000) | AID 707; in the data active means inhibition above about 80%; further: values of inactives mirror those of a sister screen read the other way; many of its hits are not listed in these tables
PostGolgi ctrl: yeast control strain growth, post-Golgi counter-screen. actives 5% (n = 98,000). inhibition, % at 10 µM. efflux-deficient yeast background strain, growth absorbance A615, 16 h
S1P2 ag: S1P2 (human) receptor agonism; actives 0.46% (n = 97,000); activation, % at 4.5 µM; S1P2-expressing cell line, agonist reporter read-out; O95136; in the data active means activation above about 16%;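 further: 0% = vehicle low control and 100% = maximal reference agonist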
Target sequence (O95136 whole entry, looked up): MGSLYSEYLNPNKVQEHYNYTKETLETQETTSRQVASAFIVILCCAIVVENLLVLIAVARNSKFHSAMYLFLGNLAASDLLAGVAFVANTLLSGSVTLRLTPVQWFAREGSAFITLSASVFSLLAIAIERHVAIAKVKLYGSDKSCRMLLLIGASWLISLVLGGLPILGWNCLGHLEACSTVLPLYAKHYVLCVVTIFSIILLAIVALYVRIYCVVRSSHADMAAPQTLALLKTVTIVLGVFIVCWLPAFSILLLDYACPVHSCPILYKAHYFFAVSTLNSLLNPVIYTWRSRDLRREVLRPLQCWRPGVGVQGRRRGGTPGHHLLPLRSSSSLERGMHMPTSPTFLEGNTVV
sEH activator: activators of human soluble epoxide hydrolase; purified human sEH enzymatic activity, activator screen; actives 0.04% (n = 91,000); AID 717; P34913; activation, % at 2 µM; in the data active means activation above about 37%; further: values of inactives mirror those of a sister screen read the other way
CYP2C19 inhib: inhibitors of human CYP2C19. P33261. CYP2C19 Supersomes, luciferin-H EGE luminescence, 30 min. inhibition, % at 5 µM. actives 21% (n = 96,000);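 active means CYP2C19 inhibition above a set limit at 5 µM in the primary screen, cut at about 50% in these data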;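 further: plate controls were negative control wells for no effect and 2.5 mM tranylcypromine positive control for full effect; values of inactives mirror those of a sister screen read the other way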
S1P2 antag: S1P2 (human) receptor antagonism; O95136; cell-based S1P2 antagonist assay, inhibition at 5 uM; inhibition, % at 5 µM; actives 0.21% (n = 97,000); AID 736; in the data active means inhibition above about 45%;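 further: CRE beta-lactamase reporter cells expressing human S1P2 stimulated with S1P; 0% = agonist at EC80 alone and 100% = agonist plus reference antagonist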
CYP2C19 act: cytochrome P450 2C19 (human) activation; recombinant CYP2C19, luciferin-H EGE luminescence; stronger effect = higher value; 0 = fully inhibited enzyme, 1 = untreated enzyme; P33261; 96,000 tested, under 10 active; activation factor at 5 µM;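 active means activation factor of at least 2 at 5 µM in the primary screen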;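 further: 0 = wells with 2.5 mM tranylcypromine and 1 = vehicle-only wells; values of inactives mirror those of a sister screen read the other way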
hDAT+cocaine: human DAT dopamine uptake with cocaine, either direction; actives 1.3% (n = 110,000); B-score at 10 µM; Q01959; LLC-PK1 hDAT cells, [14C]-dopamine uptake with cocaine IC80; actives deviate in either direction; AID 449768;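 active means Z score or B-score, a plate-position-corrected score, falls beyond the plate's 99.7% confidence bounds, in either direction; inactive means both scores lie inside the 99.7% bounds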;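 further: scored against the spread of the other compound wells on the same plate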
Target sequence (Q01959 whole entry, looked up): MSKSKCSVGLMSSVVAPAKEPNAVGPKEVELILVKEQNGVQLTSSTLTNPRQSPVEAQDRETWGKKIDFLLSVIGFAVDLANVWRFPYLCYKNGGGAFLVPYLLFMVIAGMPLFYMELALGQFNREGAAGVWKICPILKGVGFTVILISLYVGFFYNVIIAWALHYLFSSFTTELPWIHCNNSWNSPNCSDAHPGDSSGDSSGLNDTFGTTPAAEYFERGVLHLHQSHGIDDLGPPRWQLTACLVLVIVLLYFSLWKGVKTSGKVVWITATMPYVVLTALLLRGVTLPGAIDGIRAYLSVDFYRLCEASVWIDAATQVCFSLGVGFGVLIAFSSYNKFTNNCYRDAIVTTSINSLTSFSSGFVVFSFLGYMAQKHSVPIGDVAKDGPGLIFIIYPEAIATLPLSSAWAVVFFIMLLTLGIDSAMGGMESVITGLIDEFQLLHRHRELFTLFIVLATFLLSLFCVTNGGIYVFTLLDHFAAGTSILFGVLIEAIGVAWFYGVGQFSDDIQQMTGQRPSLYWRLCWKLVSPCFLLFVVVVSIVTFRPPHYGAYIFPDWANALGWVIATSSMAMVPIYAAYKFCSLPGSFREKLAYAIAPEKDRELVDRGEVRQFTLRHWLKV
PostGolgi yeast: growth inhibition of a yeast mutant, post-Golgi transport screen; post-Golgi transport phenotypic cell assay; AID 739; inhibition, % at 10 µM; actives 0.9% (n = 98,000);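 further: yeast cells grown in 1536-well plates; yeast grown about 18 h at 30C before absorbance read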
The depositor's hits bear a star; . = not tested or not shown. Unless noted, no stated cut-off is given here; in the data, active means inhibition above about 30%; inactive means the rest. Rows are unselected (roughly 24% active in at least one column).

SMILES	sEH inh	PostGolgi ctrl	S1P2 ag	sEH activator	CYP2C19 inhib	S1P2 antag	CYP2C19 act	hDAT+cocaine	PostGolgi yeast
COc1ccc(C(=O)N2CCN=C2c2ccccc2)cc1OC	-8	5	-4	8	47	-6	0.5	-0.029	-17
O=C(c1cccc(C(F)(F)F)c1)N1CCN(C2CCCCC2)CC1	-3	-4	-2	6	38	-14	0.6	-0.28	5
COc1ccc(C2N(c3ccc(OC)cc3)C(=O)C3CCCN32)cc1 (centres undefined)	20	3	-5	-21	10	26	0.9	-0.0067	-10
CCOc1ccc(Nc2oc(-c3ccccc3Cl)nc2C#N)cc1	-16	-1	-1	18	21	-17	0.8	-0.048	0
COC(=O)C1C2C=CC(C3CC23)C1C(=O)OCC(=O)c1ccccc1 (centres undefined)	5	14	-2	-3	95*	-7	0	0.6	-8
Cc1nc(SCC(=O)NCc2ccc(F)cc2)c2c(=O)n(C)c(=O)n(C)c2n1	.	-1	-6	.	-2	23	1	-0.95	-7
C[C@H](NC(=O)c1ccccc1Cl)C(=O)OC(C(=O)Nc1cc(C(F)(F)F)ccc1Cl)c1ccccc1 (some centres undefined)	4	19	-2	-1	20	-11	0.8	0.16	-4
CCOc1ccc(CCNC(=O)c2cc3sccc3n2CC)cc1OCC	2	13	0	-1	51*	-10	0.5	1.1	-6
CNC(=S)N1N=C(c2ccc(C)cc2)CC1c1ccc(Br)cc1 (centres undefined)	7	35*	-4	-4	55*	-1	0.4	1.1	-9
O=C(Nc1cc(Oc2ccccc2)cc([N+](=O)[O-])c1)C12CC3CC(C1)CC(n1cnc(Cl)n1)(C3)C2	12	10	-7	-11	54*	12	0.5	.	2
Cc1ccnc(N2CCC(C(=O)Nc3cccc(C(F)(F)F)c3)CC2)n1	.	8	.	.	91*	.	0.1	2.2	1
O=C(NC1CCCCCC1)C1CC(=O)N(Cc2ccccc2)C1 (centres undefined)	25	-7	-2	-24	38	21	0.6	-1.2	-12
Cn1c(=O)c2c(nc(CN3CCN(c4ccccc4)CC3)n2Cc2c(F)cccc2Cl)n(C)c1=O	-15	28	-6	15	27	13	0.7	0.18	3
O=C(CCC(=O)NC1CCCCCC1)Nc1nnc(C(F)(F)F)s1	-7	0	-3	6	-1	-12	1	0.41	-5
CCC(=O)NCCc1nc2ccccc2n1CC	3	4	-3	0	29	9	0.7	-0.73	-5
S=C(NCc1cccs1)Nc1cccc(Cl)c1	-7	5	-3	6	62*	-16	0.4	0.16	3
CC1(C)Cc2nc3oc4c(NCc5ccccc5)ncnc4c3cc2CO1	.	4	.	.	21	.	0.8	.	1
CC1CCCN(C(C(=O)Nc2ccc(C(C)C)cc2)c2ccc3c(c2)OCO3)C1 (centres undefined)	9	14	-6	-8	18	6	0.8	-0.68	-3
N#Cc1cc2ccccc2nc1SCC(=O)Nc1ccccc1N1CCOCC1	-9	28	3	8	15	-5	0.8	.	5
CCOC(=O)c1cnc(-n2nc(C)cc2C)nc1NCc1ccccc1	-17	46*	-5	16	37	7	0.6	0.96	4
COc1cccc(/C=N\NC(=O)C2C(=O)NCC2c2ccccc2)c1O (centres undefined)	-5	3	-3	6	-12	21	1.1	1.1	8
O=C(Nc1cccnc1)c1cc2c(ccc3ccccc32)o1	9	20	-4	-7	4	-24	1	-0.2	-1
CCOC(=O)CSc1nnc(NC(=O)c2cccc(S(=O)(=O)N3CCCCCC3)c2)s1	1	19	-8	2	11	-4	0.9	-0.91	-21
O=C1CC(N2CCOCC2)C(=O)N1CCc1ccccc1 (centres undefined)	6	3	-6	-6	27	1	0.7	-0.0025	7
Cc1ccccc1C(=O)N/N=C/c1ccc([N+](=O)[O-])s1	29	23	-6	-30	11	14	0.9	-0.55	4
CCOC(=O)c1[nH]c(C)c(C(=O)Nc2ccc3c(c2)OCCO3)c1C	.	6	-2	.	2	5	1	-0.52	-2
CCOC(=O)CSc1nc2ccc(C)cc2[nH]1	-4	.	-3	2	.	-4	.	0.088	.
C/C(CCc1oc2ccccc2c1-c1ccc(C)o1)=N/O	-1	47*	-4	2	34	-3	0.7	0.17	12
O=C(Nc1cccc(NC(=O)c2ccccc2[N+](=O)[O-])n1)c1ccccc1[N+](=O)[O-]	2	0	-3	0	30	14	0.7	-0.045	10
COc1cc(-c2nc(-c3ccc(NC(=O)c4ccc(Br)o4)cc3)no2)cc(OC)c1OC	13	0	-4	-15	32	4	0.7	0.9	-6
O=C(CCS(=O)(=O)c1ccc(Br)s1)NC1CCCC1	-8	6	-4	8	1	3	1	1.2	3
CCOCC(O)CSCc1ccc(Cl)cc1 (centres undefined)	4	2	0	-2	38	-11	0.6	-0.51	-4
CCN(CCCNC(=O)CCCCn1c(=O)[nH]c2ccccc2c1=O)c1ccccc1	80*	4	-7	-80	62*	10	0.4	1.2	-1
CC(C)Sc1n[nH]c2nc3c(c(=O)n12)C1(CCCC1)Cc1ccccc1-3	3	22	-12	0	-7	10	1.1	-0.83	-1
O=c1cc(NCc2ccccc2)c2ccccc2o1	8	10	1	-5	66*	-10	0.3	-0.07	-5
COc1cc2c(cc1NC(=S)Nc1cccc(C(F)(F)F)c1)oc1ccccc12	-5	14	-2	7	70*	10	0.3	-0.16	-2
Cc1sc2ncn(CC(=O)OCC(=O)NC(C)(C)C)c(=O)c2c1C	-18	10	-4	16	26	0	0.7	0.16	-6
Cc1noc(C)c1S(=O)(=O)NC1CCN(Cc2ccccc2)CC1	3	15	.	1	-4	.	1	0.0027	17
C=CCn1c(Cc2cccs2)nnc1SCC(=O)c1cccc(Br)c1	1	6	-8	-2	62*	11	0.4	0.69	1
Cc1ccc(C(=C2C3C=CC2C2C(=O)NC(=O)C32)c2ccc(C)cc2)cc1 (centres undefined)	6	55*	-4	-6	18	21	0.8	0.21	-1
Cc1nn(CC(=O)NC(C)c2ccccc2)c(=O)c2ccccc12 (centres undefined)	.	8	.	.	13	.	0.9	0.056	-5
Cc1nc(-c2ccc(C(=O)N3CCOCC3)cc2)cs1	0	8	-4	3	16	3	0.8	-0.95	9
CC1CCCN(c2nc3nonc3nc2N2CCCC(C)C2)C1 (centres undefined)	2	.	3	3	.	-15	.	-0.7	.
COc1ccc(NC(=O)CSc2nc3c(cc2C#N)CN(C)CC3)cc1	.	-7	.	.	10	.	0.9	0.93	6
CCC(=O)Nc1ccc(C(=O)n2ccc(C)n2)cc1	17	13	-8	-18	9	24	0.9	.	17
O=C(CC(c1ccccc1)c1cc(Br)ccc1O)NCc1ccco1 (centres undefined)	-13	5	-14	17	99*	5	0	2	-5
Cc1ccc(NC2=C/C(=N\S(=O)(=O)c3cccs3)c3ccccc3C2=O)c(C)c1	-16	.	0	16	.	38	.	-0.33	.
CCn1c(NCc2cc(OC)ccc2OC)nc2ccccc21	-6	7	-6	8	78*	-15	0.2	-0.14	-6
COc1ccc(Nc2nc(N)nc(CN3CCC(Cc4ccccc4)CC3)n2)cc1	.	9	.	.	8	.	0.9	0.22	0
O=C(O)c1ccc(NS(=O)(=O)c2cc(Cl)ccc2Cl)cc1	-1	-1	0	1	36	18	0.6	1	-7
O=C(c1cccc(S(=O)(=O)N2CCCC2)c1)N1CCN(c2ccccc2F)CC1	46	10	-2	-44	93*	-4	0.1	-0.17	-1
O=C(Nc1ccc(N2CCN(C(=O)c3ccccc3)CC2)c(Cl)c1)c1ccc(Br)o1	66	17	-13	-66	37	26	0.6	0.13	-2
CC(C)(C)C(=O)Nc1c2c(nc3c1CCC3)CCCC2	-1	1	-2	2	1	15	1	-0.15	2
COc1ccccc1OCc1nc(Cc2ccc(Cl)cc2)no1	5	6	-1	-6	94*	16	0.1	-0.27	0
Cc1ccc(C)c(N2CCN(C(=O)CCS(=O)(=O)c3cccc4nonc34)CC2)c1	.	5	.	.	62*	.	0.4	-0.096	-2
O=C(NNC(=O)C1CCN(S(=O)(=O)c2ccc(Cl)cc2)CC1)c1ccc(Cl)cc1	1	0	-2	2	2	18	1	1	4
O=C1CCCC2=C1C1(CCCCC1)N=C(Nc1nc3ccccc3o1)N2	8	.	2	-5	.	-2	.	-0.33	.
COC(=O)CSc1nc(N2CCOCC2)c2c(c1C#N)CC(C)(C)N(C)C2	7	20	-4	-6	5	-19	1	-0.37	0
COc1ccc(C2CC(c3cccs3)=NN2c2nc(-c3ccccc3)cs2)cc1OC (centres undefined)	7	5	6	-7	86*	7	0.1	-0.014	-7
O=C(NCCN1CCOCC1)c1cc2cc(Cl)cc(Cl)c2oc1=O	-4	.	0	7	.	-13	.	.	.

An excerpt of these results, as comma-separated lines.
structure,sEH inh,PostGolgi ctrl,S1P2 ag,sEH activator,CYP2C19 inhib,S1P2 antag,CYP2C19 act,hDAT+cocaine,PostGolgi yeast
CC(C)(C)C(=O)Nc1c2c(nc3c1CCC3)CCCC2,-1,1,-2,2,1,15,1,-0.15,2
COc1ccccc1OCc1nc(Cc2ccc(Cl)cc2)no1,5,6,-1,-6,94*,16,0.1,-0.27,0

Next part.
SMILES	sEH inh	PostGolgi ctrl	S1P2 ag	sEH activator	CYP2C19 inhib	S1P2 antag	CYP2C19 act	hDAT+cocaine	PostGolgi yeast
CN(C(=O)CSc1nnnn1-c1ccccc1)C1CCCCC1	-9	38*	0	9	71*	-7	0.3	0.31	9
N#Cc1cn(-c2ccccc2)nc1-c1cc2ccccc2oc1=O	-2	-2	1	0	-10	12	1.1	0.43	36*
CCOC(=O)C1CN(S(=O)(=O)c2ccc(C)cc2)CCN1S(=O)(=O)c1ccc(C)cc1 (centres undefined)	-12	7	-1	10	96*	-16	0	-0.018	3
COc1ccc(-n2c(=O)cc(N3CCN(c4ccccc4)CC3)[nH]c2=O)cc1	8	5	-4	-5	10	-1	0.9	-1.2	-2
O=C(O)Cc1ccc(-c2ccccc2-c2ccccc2)cc1	6	.	-1	-4	.	-11	.	0.45	.
CCN(CC)c1ccc(Nc2nc(N3CCOCC3)c3ccccc3n2)cc1	15	13	-7	-15	54*	35	0.5	-0.021	2
Cc1nc(N2CCOCC2)c(C#N)c(C)c1Br	0	-1	-3	0	56*	-7	0.4	-0.38	0
C=CCSC1=C(C#N)C(c2ccccc2OCC)CC(=O)N1 (centres undefined)	4	4	-2	-1	93*	-1	0.1	-0.62	-4
O=C1CC(C(=O)NC2CCCCC2)C(c2ccccc2)O1 (centres undefined)	0	9	-2	2	13	-10	0.9	-1	6
COc1ccc(NC(=O)c2ccco2)cc1NC(=O)c1ccc(C)cc1	2	20	-1	-2	20	5	0.8	-0.028	-7
O=c1sc(N2CCN(c3ccc(F)cc3)CC2)nc2ccsc12	-22	-9	-3	22	18	5	0.8	-0.52	-4
Cc1ccc(Cl)cc1NC(=O)CCn1cccc1	22	-6	-3	-19	18	14	0.8	0.33	12

Structures listed so far with a tert-butyl group (two):
SMILES	sEH inh	PostGolgi ctrl	S1P2 ag	sEH activator	CYP2C19 inhib	S1P2 antag	CYP2C19 act	hDAT+cocaine	PostGolgi yeast
Cc1sc2ncn(CC(=O)OCC(=O)NC(C)(C)C)c(=O)c2c1C	-18	10	-4	16	26	0	0.7	0.16	-6
CC(C)(C)C(=O)Nc1c2c(nc3c1CCC3)CCCC2	-1	1	-2	2	1	15	1	-0.15	2

Further entries follow.
SMILES	sEH inh	PostGolgi ctrl	S1P2 ag	sEH activator	CYP2C19 inhib	S1P2 antag	CYP2C19 act	hDAT+cocaine	PostGolgi yeast
CCOC(=O)c1c(-c2cccs2)csc1NC(=O)CC(C)C	1	1	-1	0	15	-31	0.9	1.1	5
O=C(CN(Cc1cccs1)C(=O)CCC(=O)Nc1nccs1)NCc1ccccc1	7	-1	-2	-4	78*	-14	0.2	-0.77	4
Cc1nc2c(C(=O)NCCC3=CCCCC3)c[nH]n2c(=O)c1Cl	-5	-6	-1	2	-8	4	1.1	0.41	3
N#CC(c1nc2ccccc2nc1N1CCCC1)S(=O)(=O)c1cccs1 (centres undefined)	4	6	-1	-5	26	-34	0.7	1	3
CNc1nc(-c2ccccn2)nnc1-c1ccccc1	-8	10	-3	6	-5	-21	1.1	-0.069	14
COc1ccc(OCC(=O)Nc2sc3c(c2C(=O)NCC2CCCO2)CCC3)cc1 (centres undefined)	0	0	-7	3	70*	18	0.3	-0.5	-1
CC(=O)N1C(=O)c2cccc3cccc(c23)C(=O)N1C(C)=O	-1	-10	-7	4	9	17	0.9	-0.15	1
